# VIM-2 inh = blocks Pseudomonas aeruginosa VIM-2 metallo-beta-lactamase; AID 1527; 290,000 compounds, 0.89% hits; inhibition, % at 5.6 µM; purified VIM-2, nitrocefin hydrolysis, epi-absorbance fluorescence;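 active means inhibition above the mean of all tested compounds plus 3 SD, cutoff set per screening run, cut at about 7.5% in these data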;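 further: red hydrolysis product quenches plate fluorescence so inhibitors raise well fluorescence; 0% = enzyme with DMSO and 100% = DMSO without enzyme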
# IMP-1 inh = blocks Pseudomonas aeruginosa IMP-1 metallo-beta-lactamase | purified IMP-1, nitrocefin hydrolysis, epi-absorbance fluorescence | inhibition, % at 5.6 µM | 290,000 compounds, 0.45% hits | AID 1556;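 active means inhibition above the mean plus 3 SD of all compounds in the same screening run, cut at about 4.5% in these data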;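 further: 0% = IMP-1 with DMSO and 100% = DMSO wells lacking enzyme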
#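 Assay system: purified IMP-1; Quantity: IMP-1 0.2 nM before substrate addition; Medium: HEPES buffer pH 7.1 with ZnSO4 and Brij 35; Incubation: 15 min enzyme–compound preincubation, then 25 min nitrocefin reaction, 25 °C; Signal: fluorescence quenching readout, ex 480/em 530 nm; Controls: DMSO with and without IMP-1; Repeats: singlicate testing.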
# NS3 helicase inh = blocks Hepatitis C virus NS3 helicase unwinding; NS3 helicase DNA unwinding, Cy5 molecular beacon fluorescence; inhibition, % at 10.9 µM; 290,000 compounds, 0.56% hits; AID 1800;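 active means inhibition above the mean of all tested compounds plus 3 SD, set per campaign, cut at about 35% in these data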;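 further: 0% = DMSO wells and 100% = thioflavine S control wells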
#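 System: HCV NS3 helicase fragment; control set: DMSO and thioflavine S; technique: Cy5 fluorescence at 0 and 60 min, beacon hairpin quenching; reagent: beacon DNA duplex substrate plus ATP; replicates: singlicate; schedule: 1 h reaction at 25 °C, ATP-initiated; medium: MOPS buffer pH 6.5 with MgCl2, DTT, Tween20, BSA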
# IDE cell inh = cellular human IDE inhibition; P14735; 320,000 compounds, 0.41% hits; AID 434962; inhibition, % at 5.59 µM; HEK cells, FAbetaB cleavage, fluorescence polarization;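 active means percent inhibition above the average of all tested compounds plus 3 SD, set per screening campaign, cut at about 16% in these data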;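 further: IDE supplied by intact live HEK cells; FP after avidin binding of uncleaved biotin substrate so inhibition keeps polarization high; 0% = DMSO wells and 100% = 60 µM reference IDE inhibitor Ii1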
# FID counter = fluorescent intercalator displacement, NS3 helicase counter-screen. AID 1845. 290,000 compounds, 0.17% hits. inhibition, % at 7.9 µM. DNA fluorescent intercalator displacement, fluorescence; in the data active means inhibition above about 37%;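 further: 0% = vehicle and 100% = reference compound; higher means more ethidium bromide displaced from hairpin DNA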
# SUMO HTRF inh = blocks human SUMOylation mediated by UBC9; P63279; HTRF SUMOylation assay, SAE1/SAE2 + UBC9, in vitro; 290,000 compounds, 0.36% hits; inhibition, % at 35 µM; in the data active means inhibition above about 50%, passing the limit was not always enough; further: strong numbers were not always called active
# IDE act = IDE (human) activation, cell-based. HEK cells, FAbeta-B cleavage, fluorescence polarization; 0% vehicle, 100% cell-free pure enzyme wells. activation, % at 5.96 µM. 340,000 compounds, 0.073% hits;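 active means activation above the mean of all tested compounds plus 3 SD, set per screening campaign, cut at about 17% in these data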
# M18AAP inhibitor = blocks P. falciparum M18 aspartyl aminopeptidase. 290,000 compounds, 1.2% hits. recombinant PfM18AAP, H-Glu-NHMec fluorogenic cleavage. inhibition, % at 7.35 µM;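 active means inhibition above the campaign mean inhibition over all tested compounds plus 3 SD, cut at about 28% in these data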;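 further: 0% = plate median of test compound wells and 100% = 2 mM ZnCl2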
# p-CIP stab down = compounds decreasing mouse p/CIP protein stability; decrease of EGFP signal, % at 10 µM; 290,000 compounds, 0.01% hits; F442A p/CIP-EGFP cells, EGFP fluorescence, 16 h; Q05BA5; AID 1984;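 active means EGFP signal decrease of at least 30% at 10 µM or well 3 SD below plate mean, unless failing retest; inactive means the rest, including hits failing retest or dose response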; further: some compounds called inactive have numbers as strong as hits; many of its hits are not listed in these tables
# Target sequence (Q05BA5 1-1403): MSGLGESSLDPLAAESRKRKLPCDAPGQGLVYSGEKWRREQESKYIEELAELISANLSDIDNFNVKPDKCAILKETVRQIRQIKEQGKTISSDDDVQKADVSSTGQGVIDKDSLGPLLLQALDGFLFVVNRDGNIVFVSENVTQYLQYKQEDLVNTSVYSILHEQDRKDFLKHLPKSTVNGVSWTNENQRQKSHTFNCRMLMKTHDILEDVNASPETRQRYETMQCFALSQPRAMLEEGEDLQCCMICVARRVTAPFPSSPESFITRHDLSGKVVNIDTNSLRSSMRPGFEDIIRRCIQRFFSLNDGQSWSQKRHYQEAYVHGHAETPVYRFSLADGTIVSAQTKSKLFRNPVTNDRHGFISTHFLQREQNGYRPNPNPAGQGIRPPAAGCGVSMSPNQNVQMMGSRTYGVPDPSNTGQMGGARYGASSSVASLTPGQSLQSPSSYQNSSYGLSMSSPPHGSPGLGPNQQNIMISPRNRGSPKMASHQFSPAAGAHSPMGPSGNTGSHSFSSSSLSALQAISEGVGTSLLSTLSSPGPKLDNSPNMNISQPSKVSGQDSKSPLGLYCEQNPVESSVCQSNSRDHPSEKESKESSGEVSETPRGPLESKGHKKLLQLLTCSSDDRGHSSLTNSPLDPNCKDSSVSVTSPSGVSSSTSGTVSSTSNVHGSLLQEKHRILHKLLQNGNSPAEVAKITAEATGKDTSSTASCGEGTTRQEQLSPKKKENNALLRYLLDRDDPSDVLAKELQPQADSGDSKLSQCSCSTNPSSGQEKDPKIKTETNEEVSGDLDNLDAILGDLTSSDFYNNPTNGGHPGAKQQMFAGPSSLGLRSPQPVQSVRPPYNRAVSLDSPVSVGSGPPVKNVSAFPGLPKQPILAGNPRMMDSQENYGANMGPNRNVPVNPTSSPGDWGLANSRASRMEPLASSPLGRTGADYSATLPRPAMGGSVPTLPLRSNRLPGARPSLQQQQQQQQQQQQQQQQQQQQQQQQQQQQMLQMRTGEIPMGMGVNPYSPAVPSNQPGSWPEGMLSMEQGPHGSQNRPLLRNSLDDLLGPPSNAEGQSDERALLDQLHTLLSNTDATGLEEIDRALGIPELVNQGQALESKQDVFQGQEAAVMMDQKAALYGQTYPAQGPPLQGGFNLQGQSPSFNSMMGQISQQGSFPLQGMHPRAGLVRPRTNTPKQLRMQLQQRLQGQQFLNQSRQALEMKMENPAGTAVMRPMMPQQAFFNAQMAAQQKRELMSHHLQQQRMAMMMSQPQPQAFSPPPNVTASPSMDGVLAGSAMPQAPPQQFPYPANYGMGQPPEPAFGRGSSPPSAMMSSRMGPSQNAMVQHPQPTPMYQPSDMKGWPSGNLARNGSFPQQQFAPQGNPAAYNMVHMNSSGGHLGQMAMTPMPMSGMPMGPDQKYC
# The depositor's hits bear a star; . = not tested or not shown.
nr | structure | IDE act | SUMO HTRF inh | IMP-1 inh | FID counter | IDE cell inh | VIM-2 inh | NS3 helicase inh | M18AAP inhibitor | p-CIP stab down
1 | COc1ccccc1/C=C/C(=O)OCCN1C(=O)c2ccccc2C1=O | -5 | 11 | -1.4 | -28 | 4 | -1.2 | -17 | -5 | -11
2 | C=CCNC(=S)NC(=O)c1csc([N+](=O)[O-])c1 | 6 | 9 | -1.6 | 1 | 10 | -1.6 | -5 | 11 | -3
3 | Cc1c(C)c2ccc(OCC(=O)NCCc3c[nH]c4ccccc34)c(C)c2oc1=O | 0 | -10 | 3.0 | -23 | 2 | 5.1 | -11 | 10 | 1
4 | Cc1cc(C2C(=O)c3ccccc3C2=O)c(C)c(C)c1C | 7 | -24 | -3.2 | 0 | 3 | -1.7 | 7 | 2 | -8
5 | COc1cc(-c2cc(=O)c3c(O)cc(O)cc3o2)ccc1O | . | 15 | -2.5 | -3 | 9 | -0.4 | 16 | 11 | -17
6 | COc1ccc(C2CC(c3ccccc3)=NN2C(=O)COC(=O)c2cccc(S(=O)(=O)N3CCOCC3)c2)cc1 (stereo unspecified) | 7 | -12 | -2.2 | -3 | -2 | 0.0 | -11 | -3 | 2
7 | O=C(NCc1ccccn1)c1cc(Br)ccc1Cl | 4 | -5 | -2.0 | -1 | 0 | -1.5 | 13 | -4 | -5
8 | CSc1ccccc1N=Cc1nc(-c2ccccc2)oc1O | -2 | 11 | -1.3 | 0 | 3 | -3.5 | 14 | -18 | -4
9 | COc1cc(C)cc(CN2CCC(Cc3ccccc3)CC2)c1O | 2 | 21 | -1.4 | -1 | 2 | -1.3 | -17 | 6 | -2
10 | O=C(COc1ccccc1)N1CCN(C(=O)c2ccco2)CC1 | -3 | -6 | -2.9 | -4 | -5 | -1.7 | -5 | 3 | -15
11 | COc1ccccc1-c1cc(C(=O)N2CCOCC2)no1 | 5 | 2 | -2.1 | -10 | -6 | -2.4 | 9 | -1 | -14
12 | Cc1ccc(S(=O)(=O)NCCC(c2ccccc2)c2ccccc2)cc1C(=O)O | 2 | 20 | -2.4 | -18 | 2 | -0.5 | 39* | 7 | -3
13 | Cc1ccccc1Nc1ncnc2c1cnn2C | -12 | 14 | -1.6 | -4 | 0 | -0.7 | -1 | -4 | -8
14 | C=C(C)C1CC=C(C)/C(=N/NC(=O)COc2ccccc2C)C1 (stereo unspecified) | -2 | 8 | -2.4 | -14 | -2 | -3.5 | 1 | -5 | 0
15 | O=C(NCCc1ccc(F)cc1)c1ccncc1 | 1 | 2 | -3.0 | -4 | 1 | -3.1 | -27 | -4 | -2
16 | C#CCOn1c(-n2nc(C)cc2C)nc2ccccc2c1=O | 1 | 6 | -2.5 | -14 | -3 | -1.8 | -5 | -4 | -6
17 | CCOc1cc(C(=O)NC(C)Cc2cccs2)cc(OCC)c1OCC (stereo unspecified) | -1 | -28 | -2.6 | -24 | 5 | -2.6 | 13 | 1 | 6
18 | Cc1cc(S(=O)(=O)NCC(C)C)ccc1OCC(=O)NCc1ccccn1 | -1 | 1 | -5.4 | -20 | 1 | -1.7 | -2 | -8 | 0
19 | Cc1c(C(=O)Nc2ccccc2F)sc2nc3n(c(=O)c12)CCC3 | 4 | . | 0.5 | -6 | 3 | 0.9 | 3 | 1 | -11
20 | Cc1cc(C)c(NC(=O)CCCCCNC2CCCCC2)c(C)c1 | -1 | 2 | -3.2 | 5 | . | -2.5 | -1 | 3 | -8
21 | Cc1ccc2c(c1)c(C)c(C)n2CC(O)Cn1nnc2ccccc21 (stereo unspecified) | 5 | 11 | 0.4 | -16 | 0 | -1.7 | 2 | 6 | 4
22 | O=C(O)c1ccccc1SC1CC(=O)N(c2cccc3ccccc23)C1=O (stereo unspecified) | -2 | -27 | -1.8 | -7 | . | -1.7 | -6 | -121 | 2
23 | O=C(Nc1ccccc1NC(=O)c1c(F)c(F)c(F)c(F)c1F)c1c(F)c(F)c(F)c(F)c1F | 2 | 42 | -3.8 | -4 | -6 | 0.0 | -4 | -4 | -2
24 | CCN1C(=O)C(CC(=O)Nc2ccccc2Cl)N(NC(=O)c2cccc(F)c2)C1=S (stereo unspecified) | -2 | 12 | -1.5 | -17 | 0 | -5.1 | 30 | 5 | -15
25 | Cc1ccc(N2C(=O)CC(Cc3cccc(C)c3)C2=O)cc1 (stereo unspecified) | 4 | -11 | -0.3 | -8 | 4 | -4.3 | 4 | -4 | -7
26 | C#CCOCCOCCOCCNc1nc(N2CCN(C(=O)[C@H]([C@@H](C)CC)n3cc([C@@H](N)Cc4ccc(O)cc4)nn3)CC2)nc(N2CCN(C(=O)[C@H](Cc3ccc(O)cc3)n3cc([C@@H](N)CC(C)C)nn3)CC2)n1 | 1 | -18 | -3.4 | 36 | 3 | -4.0 | -58 | 8 | -7
27 | NNC(=O)CNC(c1ccccc1)c1cc(Br)ccc1NC(=O)c1ccccc1Br (stereo unspecified) | 6 | 13 | -3.4 | -21 | -2 | -5.5 | 4 | -2 | 0
28 | CCOC(=O)C1C(=O)CC(C)(O)C(C(=O)OCC)C1c1ccc(OCC)cc1 (stereo unspecified) | -4 | 12 | -2.0 | -18 | 0 | -2.2 | 4 | 0 | -2
29 | NC(=O)Cn1nnc(-c2ccc(C(F)(F)F)cc2)n1 | 2 | 1 | -1.6 | 4 | 2 | 0.8 | 7 | 0 | -1
30 | CCOC(=O)C(NC(=O)NCc1ccc(F)cc1)(OCC)C(F)(F)F (stereo unspecified) | 6 | -10 | -1.7 | 3 | -4 | -1.5 | 1 | -7 | 14
31 | CC1(C(=O)NCCOc2ccccc2Cl)CC1(Cl)Cl (stereo unspecified) | 0 | -7 | -5.8 | -7 | 4 | -1.0 | 9 | -4 | 3
32 | COc1ccc2nc(-c3ccc(N)cc3)[nH]c2c1 | 4 | 12 | -3.5 | 21 | 7 | -3.7 | 4 | -1 | -4
33 | CCN1CCN(S(=O)(=O)c2ccc(Br)s2)CC1 | 6 | -6 | -0.9 | 0 | -2 | 0.4 | -4 | -9 | -3
34 | Cc1ccc(-c2cc(C(F)F)nc(NCC3CCCO3)n2)cc1 (stereo unspecified) | -1 | 16 | -0.8 | -31 | 2 | 2.1 | -4 | 5 | 1
35 | O=[N+]([O-])c1ccc(C2=NN(c3ccccc3)C(c3ccco3)C2)cc1 (stereo unspecified) | 0 | 8 | 6.6* | -11 | . | 2.9 | 22 | 19 | -595
36 | COc1ccc(NC(=O)c2cccnn2)cc1 | -3 | 3 | -0.2 | -5 | -1 | 1.3 | 7 | -3 | 2
37 | COC(/C=C/Nc1ccc(C)c(C)c1)=C(C#N)C#N | 3 | 18 | -1.4 | 0 | 3 | -0.7 | -14 | -12 | 2
38 | COc1ccc(Cl)cc1NC(=O)CCNC(=O)OCc1ccccc1 | 0 | 7 | -1.5 | -9 | -2 | 2.0 | -4 | -12 | 3
39 | O=C(NCCc1ccccc1)N1c2ccccc2Sc2ccccc21 | -4 | 9 | -0.7 | -25 | 7 | -1.9 | -6 | 6 | -10
40 | COc1ccc2c(c1)-c1nc(NC(=O)c3cccs3)sc1CC2 | 6 | 2 | -2.8 | -1 | 0 | -2.0 | -9 | -3 | -8
41 | Cc1ccc2c(c1)N(CC(=O)Nc1ccc3c(c1)OCCO3)C(=O)CO2 | -2 | 8 | -0.5 | -11 | 4 | -0.2 | 10 | -4 | -9
42 | CCS(=O)(=O)c1ccc(O)c(NC(=O)/C=C/c2ccccc2)c1 | -3 | 11 | -3.1 | -5 | 3 | 0.1 | 2 | 7 | 2
43 | COc1ccc(NC(=O)CCS(=O)(=O)c2ccc3c(c2)oc(=O)n3C)cc1OC | 5 | -15 | -3.3 | -4 | 0 | -5.9 | -5 | 2 | 9
44 | COc1ccc(C(CNC(=O)CN2C(=O)NC3(CC(C)CC(C)(C)C3)C2=O)N2CCOCC2)cc1 (stereo unspecified) | 4 | 11 | -0.6 | -14 | -3 | 0.8 | -5 | -5 | 3
45 | COc1cc(OC)cc(C(=O)NC(=S)Nc2ccc(NC(=O)c3ccco3)cc2)c1 | 12 | -8 | -0.3 | -1 | 3 | 4.4 | -6 | 0 | -7
46 | CCOC(=O)Cn1cnc2scc(-c3ccc(C)cc3)c2c1=O | 4 | -3 | -0.8 | -11 | -3 | 1.5 | 1 | 0 | 4
47 | O=C(Nc1cccc2ccccc12)c1ccccc1Cl | 2 | -4 | 1.8 | -3 | 3 | 0.7 | -3 | 3 | 4
48 | COc1cccc(NC(=O)[C@H](Cc2c[nH]c3ccccc23)NC(=O)[C@@H]2Cc3ccccc3CN2)c1 | 6 | 13 | -1.0 | 25 | -5 | -3.8 | -102 | 13 | 8
49 | CC(C)CC1Nc2ccc(C(=O)NCCCN3CCOCC3)cc2NC1=O (stereo unspecified) | 1 | -9 | -2.5 | 4 | -2 | 0.4 | 0 | 26 | -17
50 | COc1cc(/C=C2/C(=N)N3C=CSC3=NC2=O)ccc1OCCCOc1cc(C)ccc1C | -1 | 17 | -3.4 | -20 | -3 | -2.7 | -15 | 4 | -11
51 | COc1ccc(Br)cc1S(=O)(=O)n1ccnc1 | 3 | 6 | 0.0 | 0 | -2 | 0.2 | 7 | -4 | -2
52 | Clc1cccc(OCCCCN2CCCCC2)c1 | 3 | -3 | -2.8 | 14 | 2 | -1.4 | -10 | -8 | 2

# Compounds shown so far containing fluorine, in the order listed:
nr | structure | IDE act | SUMO HTRF inh | IMP-1 inh | FID counter | IDE cell inh | VIM-2 inh | NS3 helicase inh | M18AAP inhibitor | p-CIP stab down
15 | O=C(NCCc1ccc(F)cc1)c1ccncc1 | 1 | 2 | -3.0 | -4 | 1 | -3.1 | -27 | -4 | -2
19 | Cc1c(C(=O)Nc2ccccc2F)sc2nc3n(c(=O)c12)CCC3 | 4 | . | 0.5 | -6 | 3 | 0.9 | 3 | 1 | -11
23 | O=C(Nc1ccccc1NC(=O)c1c(F)c(F)c(F)c(F)c1F)c1c(F)c(F)c(F)c(F)c1F | 2 | 42 | -3.8 | -4 | -6 | 0.0 | -4 | -4 | -2
24 | CCN1C(=O)C(CC(=O)Nc2ccccc2Cl)N(NC(=O)c2cccc(F)c2)C1=S (stereo unspecified) | -2 | 12 | -1.5 | -17 | 0 | -5.1 | 30 | 5 | -15
29 | NC(=O)Cn1nnc(-c2ccc(C(F)(F)F)cc2)n1 | 2 | 1 | -1.6 | 4 | 2 | 0.8 | 7 | 0 | -1
30 | CCOC(=O)C(NC(=O)NCc1ccc(F)cc1)(OCC)C(F)(F)F (stereo unspecified) | 6 | -10 | -1.7 | 3 | -4 | -1.5 | 1 | -7 | 14
34 | Cc1ccc(-c2cc(C(F)F)nc(NCC3CCCO3)n2)cc1 (stereo unspecified) | -1 | 16 | -0.8 | -31 | 2 | 2.1 | -4 | 5 | 1

# Bioassay records (PubChem BioAssay)
